# TDP1 cell CPT = growth inhibition of DT40 Tdp1-/-;hTDP1 cells with camptothecin (screen for TDP1 inhibitors) | 12% of 420,000 active | AID 686979 | Potency, µM (titrated, usually from 46.2 µM), inactives show at the top dose activity change, negative = growth inhibition, usual class: inhibitors | chicken DT40 Tdp1-/-;hTDP1 cells + 20 nM CPT, ATP luminescence, 48 h; further: nearly all actives have a fitted effect of over 55% in size
#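 Chicken DT40 Tdp1-/- cells stably complemented with human TDP1 were seeded at 400 cells/well in medium containing 20 nM camptothecin, exposed to pin-transferred compounds, and grown at 37 °C for at least 48 hr. Viability was read as ATP luminescence.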
# TDP1 cell noCPT = qHTS for Inhibitors of human tyrosyl-DNA phosphodiesterase 1 (TDP1): qHTS in cells in absence of CPT | 15% of 420,000 active | DT40 Tdp1-/- hTDP1 cells, no CPT, ATP luminescence, 48 h | Potency, µM (highest dose often 46.2 µM), for inactives: at the highest dose activity change, negative = growth inhibition, actives largely listed as inhibitors; further: nearly all actives have a fitted effect of over 55% in size
#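 No-CPT arm: Tdp1-/-;hTDP1 DT40 cells (400/well) plus compounds, incubated ≥48 hr at 37 °C. Readout CellTiter-Glo luminescence.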
# TDP1 block = inhibitors of human tyrosyl-DNA phosphodiesterase TDP1 | Q9NUW8 | recombinant TDP1, AlphaScreen DNA substrate cleavage | Potency, µM (top dose mostly 130 µM), without a hit: top-dose activity change, negative = inhibition, actives largely listed as inhibitors | 0.28% of 350,000 active | AID 485290; further: nearly all actives have a fitted effect of over 40% in size
# Target sequence (Q9NUW8 whole entry, looked up): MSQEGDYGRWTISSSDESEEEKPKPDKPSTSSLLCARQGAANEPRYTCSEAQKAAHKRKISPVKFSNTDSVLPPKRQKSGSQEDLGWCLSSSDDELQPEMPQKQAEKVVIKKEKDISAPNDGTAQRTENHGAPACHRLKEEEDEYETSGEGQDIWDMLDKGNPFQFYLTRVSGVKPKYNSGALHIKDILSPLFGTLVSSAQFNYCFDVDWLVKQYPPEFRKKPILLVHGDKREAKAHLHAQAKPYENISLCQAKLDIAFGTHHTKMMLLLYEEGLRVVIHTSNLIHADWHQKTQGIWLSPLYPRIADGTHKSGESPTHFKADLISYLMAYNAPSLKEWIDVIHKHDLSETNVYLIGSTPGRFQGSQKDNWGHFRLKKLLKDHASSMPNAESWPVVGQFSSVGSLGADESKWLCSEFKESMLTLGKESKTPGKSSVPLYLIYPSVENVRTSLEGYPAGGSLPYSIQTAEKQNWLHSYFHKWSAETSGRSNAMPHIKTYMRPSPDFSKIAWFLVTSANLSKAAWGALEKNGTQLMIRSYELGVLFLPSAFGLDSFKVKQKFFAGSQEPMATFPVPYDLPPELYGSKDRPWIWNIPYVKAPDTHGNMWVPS
#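 Steps: enzyme plus compound, 15 min RT; add biotin/phosphotyrosine-FITC oligonucleotide (15 nM final), react 5 min; add donor/acceptor beads (10 ug/ml final), 10 min; read AlphaScreen. Tdp1 at 1 nM final.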
# * hit, by the source's call; ? = inconclusive; · = not tested or not shown; & = joins results of further samples; [ ] = remark or other dose. The call rests on the fitted dose curve; in most records, active means well fitted curve in the direction sought with a large enough effect; inconclusive means small, poorly fitted or top-dose-only effect, or another doubt; inactive means no such curve, though single readings can be large; an effect the other way counts as inactive or inconclusive. On the % scale 0 is the no-effect control and ±100 the full control effect; potency means the concentration at half of the fitted maximal effect.
SMILES,TDP1 cell CPT,TDP1 cell noCPT,TDP1 block
O=C(COC(=O)c1ncc(Cl)c(Cl)c1Cl)NCc1ccccc1,-15.5%,2.0%,0.5%
CC(=O)N1CCc2cc(S(=O)(=O)NCC(=O)NCc3ccc(F)cc3)ccc21,2.6%,-19.6%,1.2%
Cc1ccc(C)c(N(C)C(=O)Cc2c(C(=O)O)[nH]c3ccc(Cl)cc23)c1,?,?,0.0%
O=C(/C=C/c1ccc(O)c([N+](=O)[O-])c1)c1ccc2ccccc2c1,18.4µM*,23.1µM*,·
Cc1c(C)n2c(SCC(=O)N3CCC(C)CC3)nnc2[nH]c1=O,-16.5%,-8.5%,·
COc1ccc2c(c1)C(=O)[C@@H](O)[C@H](c1ccc(OC)c(Br)c1)O2,20.6µM*,?,6.2%&2.7%
COc1ccc(CNC(=O)CCCCCNc2nc(=S)[nH]c3ccccc23)cc1,?,10.3µM*,7.7%
COc1ccccc1CNC(=O)c1oc2ccc(S(=O)(=O)N3CCCCC3)cc2c1C,6.51µM*,7.31µM*,5.2%
Cn1cccc1C(=O)OCC(=O)NCCc1ccccc1,6.7%,20.3%,0.9%
Cc1cc(N2C(=O)[C@@H]3[C@H](C2=O)[C@@H]2C[C@H]3C(Br)C2Br)no1 (stereo not given in full),2.5%,-9.3%,2.6%
COc1ccccc1-n1nnnc1SCC(=O)NC(=O)Cc1ccccc1,-8.1%,9.8%,0.5%[56.1 µM]
CC12CC(c3ccccc3O1)N(C(=O)c1ccco1)C(=O)N2c1ccccc1 (stereo not given),2.2%,-8.8%,4.3%
Cc1sc2ncnc(NCC3CCCO3)c2c1C (stereo not given),16.4µM*,9.2µM*,3.8%
COC(=O)CCS(=O)(=O)c1nc(-c2ccccc2)cc(C(F)(F)F)n1,3.26µM*,2.31µM*,2.0%
CCC(=O)N1CCc2cc(S(=O)(=O)CCC(=O)Nc3cccc(F)c3)ccc21,-28.6%,?,3.1%
CCOC(=O)c1cnn(-c2cc(C)c3ccccc3n2)c1N,3.2%,-9.0%,2.9%
c1ccn2cc(CSC3=NCCS3)nc2c1,-11.6%,-12.2%,5.1%
CCN(CC)S(=O)(=O)c1ccc(/C=C/C(=O)Nc2c(C)n(C)n(-c3ccccc3)c2=O)cc1,1.4%,1.8%,7.7%
Cc1ccc(Cn2c(SCC(=O)NCc3ccccc3Cl)nc3ccsc3c2=O)cc1,?,20.6µM*,3.4%
Cc1cc(C(=O)Nc2c(F)cc(F)cc2Br)cs1,?,1.4%,0.0%
C/C(CC(=O)NC1CCCC1)=N\NC(=O)Cc1csc(N)n1,?,-2.3%,2.6%
COc1ccc(S(=O)(=O)NC(CC(=O)NCCc2ccccc2)c2ccco2)cc1 (stereo not given),-24.9%,-5.7%,2.3%
Fc1cc2[nH]cnc2cc1Cl,5.5%,1.84µM*,2.7%
O=C(Nc1ccccc1)OCN1C(=O)c2ccccc2C1=O,11.2%,2.8%,0.0%
CN(C)c1ccc(C=NCCc2ccc(S(N)(=O)=O)cc2)cc1,-4.6%,2.2%,-2.7%
O=C(CN(C(=O)c1csnn1)c1ccccc1C(F)(F)F)NC1CCCCC1,6.5%,-17.3%,2.6%
c1cncc(C(c2nnnn2C2CCCCC2)N2CCCCC2)c1 (stereo not given),-21.7%,-0.8%,2.6%
CN(c1ccc(OC(=O)CC2OC(=O)c3ccccc32)cc1)S(=O)(=O)c1ccccc1 (stereo not given),-10.6%,-16.0%,-0.2%
CCc1ccc(NC(=O)COc2coc(CN3CCc4ccccc4C3)cc2=O)cc1,?,?,0.2%
COc1ccc(C(CNC(=O)C2CC(=O)N(Cc3ccc(C)cc3)C2)N(C)C)cc1 (stereo not given),-20.5%,7.4%,3.1%
CCCCC(=O)N1CCN(c2nc3ccc(Cl)cc3s2)CC1,16.4µM*,?,0.1%
COc1ccc(CNc2nc(-c3cccnc3)nn2C(C)=O)cc1,-1.6%,-15.9%,2.3%
CCCn1c(NCc2ccc(N(CC)CC)cc2)nc2ccccc21,25.9µM*,8.2µM*,8.5%
CCN(Cc1ccccc1)C(c1ccccn1)c1nnnn1C(C)(C)CC (stereo not given),?,?,3.1%
COc1cc(-c2nc(-c3cccc(C)c3)no2)cc(OC)c1OC,18.4µM*,23.1µM*,0.4%[56.1 µM]
COc1ccc(NC(=O)CN(C)C(=O)CNC(=O)c2ccc3c(c2)OCO3)cc1,2.7%,-21.8%,3.6%[0.505 µM]
Cc1ccc(Oc2ccc(N)cc2)cc1,-15.3%,?,9.7%
COC(=O)c1ccc(Cl)c(NC(=O)CN2CCC(C)CC2)c1,-18.3%,-4.3%,-8.6%
O=C(/C=C/c1ccc2c(c1)OCO2)NCCSCc1cccc(Cl)c1,-19.7%,-19.4%,5.0%
N#C/C(=C\c1ccc(N2CCCCC2)o1)C(=O)Nc1cccc(Br)c1,?,7.31µM*,-2.7%
O=C(N/C(=C/c1ccc(Br)cc1)C(=O)N1CCOCC1)c1ccco1,-3.0%,-9.1%,5.1%
O[C@@H]1CN(CC2CCCCC2)[C@@H](c2ccccc2)C[C@H]1n1cc(C2CC2)nn1,?,8.2µM*,·
O=C1C2C3C=CC(C3)C2C(=O)N1Nc1ccccc1 (stereo not given),-16.9%,-1.7%,-2.8%
COc1ccc(NC(=O)c2ccccn2)cc1S(=O)(=O)N1CCOCC1,-17.7%,?,2.7%
O=C(NCC1Cc2cc(-c3cnc4ccccc4c3)cc(F)c2O1)c1cnsn1 (stereo not given),?,-18.5%,·

# Three compounds from above, sorted by molecular weight, lowest first:
SMILES,TDP1 cell CPT,TDP1 cell noCPT,TDP1 block
COc1ccc(CNc2nc(-c3cccnc3)nn2C(C)=O)cc1,-1.6%,-15.9%,2.3%
COc1ccc(NC(=O)c2ccccn2)cc1S(=O)(=O)N1CCOCC1,-17.7%,?,2.7%
O[C@@H]1CN(CC2CCCCC2)[C@@H](c2ccccc2)C[C@H]1n1cc(C2CC2)nn1,?,8.2µM*,·

# (further entries)
SMILES,TDP1 cell CPT,TDP1 cell noCPT,TDP1 block
COc1cccc(Cn2c3ccc(NC(=O)Cc4ccccc4C)cc3c(=O)n2C)c1,?,?,·
O=C(NN1CC(=O)N(c2cc(Cl)cc(Cl)c2)CC1=O)c1sccc1Cl,11.2%,-16.0%,3.9%
CCOc1ccc(C(=O)N[C@H](C(=O)NC2CCCCC2)C(C)C)cc1,-21.5%,-24.2%,·
COc1cccc(CNc2nc(C(F)(F)F)nc3ccccc23)c1,?,?,-15.3%
CCOC(=O)N1CCC(NC(=O)c2cccc3c2C(=O)N(c2ccc(OC)cc2)C3)CC1,14.6µM*,?,·
O=C(c1ccc(-c2ccc(Cl)cc2Cl)o1)N1CCOCC1,-20.0%,?,-3.1%
NC(=O)C1(N2CCCCC2)CCN(C(=S)NC2CCCC2)CC1,-12.8%,?,5.5%
Cc1ccc(C(=O)NNC(=O)CSc2nnc(C(C)C)n2C)cc1,-2.7%,2.9%,1.5%
CNC(=S)N1N=C(c2ccc(C)cc2)CC1c1ccc(Cl)cc1 (stereo not given),13µM*,10.3µM*,3.6%
CCC[C@@H]1C[C@@H](C(=O)N[C@@H]([C@H]2O[C@H](SC)[C@H](O)[C@@H](O)[C@H]2O)[C@H](C)Cl)N(C)C1,-28.0%,-12.2%,·
COc1ccc(C2=NN(C(=O)CCC(=O)O)C(c3ccc(Br)cc3)C2)cc1 (stereo not given),-18.6%,-9.0%,3.8%
CC(=O)c1c(C)[nH]c(C(=O)NNC(=O)c2ccc(C)cc2)c1C,-1.4%,4.7%,·
Cc1cc(C)c(S(=O)(=O)N(C)CC(=O)NCC2CCCO2)c(C)c1 (stereo not given),-8.5%,-13.3%,3.1%
CCCN1CNC(=S)N(c2cccc(C)c2)C1,-20.1%,-18.0%,-2.6%
COC(=O)Cn1c(=O)c2c(nc(Br)n2CC(=O)OC)n(C)c1=O,4.3%,1.4%,6.6%

# An excerpt of these results, with bars between the fields.
compound | TDP1 cell CPT | TDP1 cell noCPT | TDP1 block
CC(=O)c1c(C)[nH]c(C(=O)NNC(=O)c2ccc(C)cc2)c1C | -1.4% | 4.7% | ·
CNC(=S)N1N=C(c2ccc(C)cc2)CC1c1ccc(Cl)cc1 (stereo not given) | 13µM* | 10.3µM* | 3.6%

# (listing goes on)
SMILES,TDP1 cell CPT,TDP1 cell noCPT,TDP1 block
COc1cccc(-c2csc(N3CCN(C(=S)NCC(C)C)CC3)n2)c1,18.4µM*,?,·
CCOC(=O)N1CCN(C2OC(=O)c3ccccc32)CC1 (stereo not given),-4.2%,2.2%,1.1%
CCOc1ccccc1NC(=O)CSc1nnc(CNC(=O)c2c(F)cccc2Cl)o1,5.2%,7.4%,2.6%
CCOC(=O)c1c(-n2cnnn2)sc(C)c1C,-19.7%,-3.4%,1.0%
COc1ccc(CCNC(=S)NC(=O)c2cc(OC)c(OC)c(OC)c2)cc1OC,-15.8%,-13.1%,6.2%
COc1ccc(CCNC(=O)CCCCCn2c(=O)[nH]c3cc(OC)c(OC)cc3c2=O)cc1OC,-18.4%,?,2.9%
Nc1nc(-c2ccccc2)c(N=Nc2cccnc2)s1,9.2%,-15.7%,5.4%
Cc1ccc(NC(=O)Cc2cn(C)c3ccccc23)cc1F,-13.8%,-23.5%,2.3%
C=CCn1c(O)c(CN2CCOCC2)c(C)c(C#N)c1=O,?,-19.2%,-1.1%
Cc1cccc(OCc2nnc(SCC(=O)Nc3ccc(C)c(C)c3)o2)c1,-4.2%,1.0%,-9.1%[56.1 µM]
O=C(CNS(=O)(=O)c1ccc(Br)cc1)N1CCOCC1,-7.0%,19.1%,-5.9%
COc1ccc(-c2noc(CCC(N)=O)n2)cc1OC,?,-2.7%,3.2%
COc1ccccc1-c1cc(C(=O)Nc2ccc(F)cc2F)no1,?,-7.1%,0.0%
COc1ccc(S(=O)(=O)N2CCN(CCC(=O)Nc3ccc(F)cc3)CC2)cc1,-14.7%,?,5.3%
COc1ccc(OC)c(NC(=O)C(Cc2ccccc2)NS(=O)(=O)c2ccc3c(c2)CCC(=O)N3)c1 (stereo not given),?,?,4.6%

# The final 4 records of the section before lead into the next:
SMILES,TDP1 cell CPT,TDP1 cell noCPT,TDP1 block
COc1ccc(-c2noc(CCC(N)=O)n2)cc1OC,?,-2.7%,3.2%
COc1ccccc1-c1cc(C(=O)Nc2ccc(F)cc2F)no1,?,-7.1%,0.0%
COc1ccc(S(=O)(=O)N2CCN(CCC(=O)Nc3ccc(F)cc3)CC2)cc1,-14.7%,?,5.3%
COc1ccc(OC)c(NC(=O)C(Cc2ccccc2)NS(=O)(=O)c2ccc3c(c2)CCC(=O)N3)c1 (stereo not given),?,?,4.6%
Cc1ccc2c(c1)C1CN(C)CCC1N2Sc1ccccc1[N+](=O)[O-] (stereo not given),?,16.4µM*,12.5%
Cc1ccc(-c2nn(C)c(=O)c3ccccc23)cc1CN1CCCCC1,-29.4%,?,2.5%
Cn1cc(S(=O)(=O)N2CCCC2)cc1C(=O)NCc1ccccc1,-1.5%,-1.9%,·
O=C(CSCc1ccc(C(=O)O)cc1)Nc1ccc2ccccc2c1,-0.8%,20.7%,1.4%
N#C/C(=C\c1cccs1)c1nc2ccccc2[nH]1,-18.5%,-43.2%,3.1%
CCCCCCCCN1C(=O)[C@H](CC(=O)N2CCOCC2)C[C@@]2(C(=O)OCC)CCCC=C12,11.6µM*,9.2µM*,·
CC(NCC(=O)NCC(=O)Nc1ccc(F)cc1)c1cccc(C(F)(F)F)c1 (stereo not given),-24.7%,-13.3%,0.7%
Nc1cc2c(cc1Br)[nH]c(=O)c1ccccc12,?,?,·
CCc1ccccc1NC(=O)Cn1nnc(-c2cccnc2)n1,-6.2%,-13.1%,5.9%
CCCCn1c(N)c(N(CC(C)C)C(=O)c2ccc(-n3c(C)ccc3C)cc2)c(=O)[nH]c1=O,?,?,0.5%
COc1ccc(NC(=O)C2CCN(S(=O)(=O)c3ccc4[nH]c(=O)ccc4c3)CC2)c(OC)c1,-15.2%,1.6%,6.6%
O=S(=O)(c1ccc(-c2ccon2)s1)N1CCOCC1,15.7%,5.4%,5.5%
COc1ccc(NC(=O)Cn2c(=O)n(Cc3nc(C)no3)c(=O)c3cc4c(cc32)OCO4)cc1,-19.5%,?,5.6%
Oc1ccc2nnc3c(Br)cnn3c2c1,-7.7%,-5.3%,·
COc1ccc(Br)cc1CNC(=O)c1cc2ccccn2n1,16.4µM*,?,0.0%
COc1ccccc1N1CCN(C(=O)CSc2nnc(NC(=O)c3ccco3)s2)CC1,0.3%,-13.9%,4.0%
COCC(=O)NCCNc1nc2ccc(C)cc2cc1C,1.0%,4.2%,-2.0%
Cc1ccc(NC(=O)c2noc(C(C)C)c2[N+](=O)[O-])cc1,13µM*,18.4µM*,2.3%
O=c1nc(N/N=C/c2c[nH]c3ccccc23)cn[nH]1,-0.1%,?,7.7%
CCCCn1c(N)c(N(CC(C)C)C(=O)C2=NN(c3cc(C)ccc3C)C(=O)CC2)c(=O)[nH]c1=O,-9.7%,?,-0.7%

# Screens: PubChem BioAssay, National Center for Advancing Translational Sciences (NCATS)
